Compound activity (PubChem BioAssay)
mcGAS inh = mouse cGAS inhibition by luminescence | Q8C6L5 | recombinant cGAS, Kinase-Glo ATP depletion luminescence | inhibition, % at 12.5 µM | hit rate 0.15% among 160,000;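 further: 0% = negative control wells and 100% = reference inhibitor with no enzyme activity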
NPYLR7 ag = mosquito NPYLR7 agonism; HEK293T NPYLR7/Galpha15, GCaMP6s calcium fluorescence; activation, % at 10 µM; hit rate 0.15% among 270,000; in the data active means activation above about 40%;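 further: 0% = vehicle and 100% = reference agonist at the receptor; some compounds past the cut are filed as inactive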
hcGAS inh = inhibitors of human cGAS; hit rate 0.081% among 290,000; recombinant h-cGAS, ATP depletion, Kinase-Glo luminescence; inhibition, % at 12.5 µM;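 further: 0% = vehicle reaction and 100% = reaction without DNA for no activity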
Target sequence (Q8N884 whole entry, looked up): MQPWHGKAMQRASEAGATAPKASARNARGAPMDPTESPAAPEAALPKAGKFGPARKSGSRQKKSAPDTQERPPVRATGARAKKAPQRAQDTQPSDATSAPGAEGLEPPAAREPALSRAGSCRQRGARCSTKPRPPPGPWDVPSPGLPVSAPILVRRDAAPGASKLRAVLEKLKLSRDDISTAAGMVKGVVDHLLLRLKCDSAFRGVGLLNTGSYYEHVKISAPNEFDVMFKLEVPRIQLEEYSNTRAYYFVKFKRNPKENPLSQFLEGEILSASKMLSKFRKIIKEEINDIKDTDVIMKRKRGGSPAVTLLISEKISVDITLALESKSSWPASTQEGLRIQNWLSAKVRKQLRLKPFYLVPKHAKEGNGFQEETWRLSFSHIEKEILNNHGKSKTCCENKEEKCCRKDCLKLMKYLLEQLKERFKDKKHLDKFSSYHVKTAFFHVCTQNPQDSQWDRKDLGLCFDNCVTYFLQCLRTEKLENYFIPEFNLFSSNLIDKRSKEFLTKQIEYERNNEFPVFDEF
* hit, by the source's call; / = no result given; & = joins results of further samples. Unless noted, no stated cut-off is given here; in the data, active means inhibition above about 40%; inactive means the rest.

SMILES	mcGAS inh	NPYLR7 ag	hcGAS inh
CC(=O)O[C@]1(C(C)=O)CC[C@H]2[C@@H]3C=C(C)C4=CC(=O)CC[C@]4(C)[C@H]3CC[C@@]21C	-2	-11&-2	-6&-2
COc1ccccc1N1CCN(C(=O)c2ccc(N(C)S(=O)(=O)c3ccccc3)cc2)CC1	-7	11	-4
CC1(Cc2cccc(C#N)c2)C(=O)Nc2ccc(OC(F)(F)F)cc21 (stereo not given)	-3	6	2
C=CCn1c(SCc2ccc(Cl)cc2Cl)nnc1-c1ccccc1F	2	-9	0
CCN(Cc1ccccc1)C(=O)C1OC(Cc2ccccc2)=NN1C(C)=O (stereo not given)	/	9	-9
O=C(CSc1ccccn1)NC1CC(=O)N(C2Cc3ccccc3C2)C1 (stereo not given)	/	10	-7
CCOC(=O)c1c(CC(C)C)csc1NC=C(C#N)C#N	-6	9	-7
COC(=O)C(O)=CC(C)=O	/	0	-5
CC(=O)c1nnn(-c2nc(N3CCOCC3)nc(N3CCOCC3)n2)c1C	/	1	-14
Clc1ccc2oc(CN3CCCC3c3ccccn3)nc2c1 (stereo not given)	-11	7	-5
CS(=O)c1nncn1-c1nccc(Oc2ccc(F)cc2)n1 (stereo not given)	/	-13	-9
Cc1c(CC(=O)N(C)Cc2nccs2)c2c(n1CC(C)C)CC(C)(C)CC2=O	/	11	-1

A draw from above in order of molecular weight, descending:
SMILES	mcGAS inh	NPYLR7 ag	hcGAS inh
Cc1c(CC(=O)N(C)Cc2nccs2)c2c(n1CC(C)C)CC(C)(C)CC2=O	/	11	-1
CC(=O)O[C@]1(C(C)=O)CC[C@H]2[C@@H]3C=C(C)C4=CC(=O)CC[C@]4(C)[C@H]3CC[C@@]21C	-2	-11&-2	-6&-2
O=C(CSc1ccccn1)NC1CC(=O)N(C2Cc3ccccc3C2)C1 (stereo not given)	/	10	-7

Carrying on.
SMILES	mcGAS inh	NPYLR7 ag	hcGAS inh
CC(CCc1ccccc1)NC(=O)CSc1nc(Cl)cc(N2CCN(C(=O)c3ccc(F)cc3)C(C)C2)n1 (stereo not given)	-6	-2	-4
O=c1[nH]c(CNc2ccccc2)nc2sc3c(c12)CCN(Cc1ccccc1)C3	/	1	8
CNC(=O)CN=Cc1c(O)n(CCOC)c(=S)[nH]c1=O	/	-9	1
CCOC(=O)c1nn(-c2ccc(F)cc2)c(=O)cc1NCCCN(C)C	/	5	5
Cc1c(CS(C)(=O)=O)cccc1NC(=O)CCc1ccco1	-17	-6	-8
CC1=C(C(=O)Nc2cccc(CS(C)=O)c2)Cc2ccccc2O1 (stereo not given)	-7	9	-12
COc1cccc(-c2cc(C(=O)N3CCN(c4ccccc4F)CC3)n3nc(-c4ccccc4)cc3n2)c1	-9	14	-9
O=C(Cc1ccccc1)Nc1nnc(Cc2ccc(F)cc2)s1	1	-1	2
CNC(=S)N(Cc1ccco1)C1CC(=O)N(c2ccc(OC)cc2)C1=O (stereo not given)	/	3	-5
COc1ccc(CN(CCc2c[nH]c3ccccc23)C(=O)CN(C(=O)c2ccc(Br)cc2)C(C)C)cc1OC	-4	13	-1
COc1ccc(OC)c(-c2cnc(-c3ccc(CNC(=O)c4cc(C)nn4C(C)(C)C)cc3)[nH]2)c1	-7	-2	-5
CCN(CC(=O)NCc1ccc(F)cc1)C(=O)c1cc(F)cc(F)c1	/	-10	1
CCC(CC)n1nc(C)cc1NC(=O)CCn1nnnc1C	/	10	-5
Cc1nc(NCCc2nc3c(s2)CCC3)c2cnn(C)c2n1	-12	3	-6
N#CCCn1cc(C(=O)CN2CCOCC2)c2ccccc21	/	10	-10
NC(=O)c1cccc(NC(=O)C2CCCc3ccccc32)n1 (stereo not given)	/	-4	1
O=S(=O)(c1ccc2nsnc2c1)N1[C@H]2CCNC[C@@H]1CC2	-15	6	-2
CCCn1nccc1C(=O)NC1CC(=O)N(Cc2cccc(F)c2)C1 (stereo not given)	-12	-1	-5
CC1CCCCC1N(C)C(=O)c1ccc(S(=O)(=O)N2CCCC2)o1 (stereo not given)	-11	1	-1
CCCS(=O)(=O)N1CCC(c2nc(-c3ccccc3)no2)CC1	2	8	4
COCCCN(CC(=O)N1CCc2sccc2C1c1ccc(Cl)cc1)S(=O)(=O)c1cccc(C(F)(F)F)c1 (stereo not given)	-4	/	-11
C[C@@]1(O)CCN(C(=O)CN2CCCCCC2=O)C[C@@H]1Cc1ccccc1	/	7	-1
CC(C)n1nnnc1SCC(=O)N(C)C1CCS(=O)(=O)C1 (stereo not given)	/	1	0
O=C(C1CCOCC1)N1CCOC(Cc2ccccc2)C1 (stereo not given)	/	3	-5

Exported with bars between the fields: two of the compounds above.
SMILES | mcGAS inh | NPYLR7 ag | hcGAS inh
NC(=O)c1cccc(NC(=O)C2CCCc3ccccc32)n1 (stereo not given) | / | -4 | 1
O=S(=O)(c1ccc2nsnc2c1)N1[C@H]2CCNC[C@@H]1CC2 | -15 | 6 | -2

(further entries)
SMILES	mcGAS inh	NPYLR7 ag	hcGAS inh
CC(=O)N1CCN(c2ccccc2CNCc2ccsc2)CC1	-9	4	-10
Cc1cc(C)n(C2CCN(C(=O)c3cccc(C(C)C#N)c3)CC2)n1 (stereo not given)	-6	17	-8
CCCCOCCCNC(=O)c1c(C)noc1-c1ccc(OC(F)(F)F)cc1	-6	3	-9
CC(=O)Nc1ccc(-c2nccn2CCc2nc(C)cc(C(F)(F)F)n2)cc1	-8	5	-4
CN1CCN(CCCCCCC(=O)O)CC1	-5	4	-3
COc1ccccc1C=CC(=O)c1ccc(C#N)cc1	/	1	10
COc1ccccc1N1CCN(CC(O)c2ccccc2)CC1 (stereo not given)	-7	10	-6
CCNc1nc(-c2ccccc2)ncc1C(=O)OCC	-5	-2	2
CC(CC(=O)c1cccc(Br)c1)C(=O)Nc1nn[nH]n1 (stereo not given)	/	2	-6
O=C(NC1CC1c1ccccc1)c1c[nH]c(=O)c(Br)c1 (stereo not given)	-16	7	-5
CSC1=N/C(=C\c2ccc3c(c2)OCO3)C(=O)S1	-4	2	-7
CCCn1cc(CN(C)CC2(CO)CCCC2)c(C)n1	-6	/	-16
O=C(NCCc1csc2nc(-c3cccs3)nn12)c1ccc(C(F)(F)F)cc1	-7	-1	-4
CC(C)(C)OC(=O)COc1ccc2c(c1)O/C(=C\C1=Cc3ccccc3OC1)C2=O	-3	-5	-5
Cc1ccc(NC(=O)Cn2nc3c(cc2=O)CCCC3)cc1C	1	-18	2
COc1ccc(S(=O)(=O)N2CCC3(CC2)NC(=O)c2cc(Cl)ccc2N3)cc1	-4	1	-5
CCC(CC)(C(=O)NNC(=O)c1ccccc1Br)c1ccccc1	-16	-4	-10
O=C(NCC1CCCO1)c1cccc(Nc2c(Oc3ccc4c(c3)OCO4)cnn(-c3cccc(Cl)c3)c2=O)c1 (stereo not given)	-7	/	-6
Clc1ccc(Cl)c2sc(N3CCCCC3)nc12	-8	6	-8
CCOC(=O)c1noc(NC(=O)c2ccc(C(F)(F)F)cc2)c1-c1ccccc1	/	-1	-4
Cc1nn(CCNC(=O)c2noc(C)c2CO)c(C)c1Cl	/	-7	-6
COc1ccc(CC(=O)N2CCC(n3cnc4cc(C(F)(F)F)ccc43)CC2)cc1C	-7	-4	-5
Cc1ccc(S(=O)(=O)/C(C#N)=C/N2CCC(C(N)=O)CC2)cc1C	/	-3	1
Cc1ccc(N2CC[C@@](C)(O)[C@@H](Cc3ccccc3)C2)nn1	/	1	-9
Cc1c(Cl)cccc1NC(=O)CCNCc1cn(C)nc1C(C)C	1	-19	1
COc1ccc(-n2nnn(CN3CC(C)OC(C)C3)c2=S)cc1 (stereo not given)	-5	7&4	-19&-3
COCCn1c(=O)c(C#N)cc2c(=O)n3ccccc3nc21	-6	4	-7
CC(=O)C1=C(C)OC2(O)c3ccccc3C(=O)C12O (stereo not given)	-5	0	-4
COC(=O)C1=NNC2C(=O)N(c3ccc(F)cc3)C(=O)C12 (stereo not given)	1	-5	4
O=C1c2ccccc2CCc2cc(Cl)sc21	/	-5	1
O=C(C=Cc1ccc(-c2ccc([N+](=O)[O-])cc2)o1)c1ccccc1	-8	0	-7
CC(C)NC(=O)Nc1ccc(CNC(=O)/C(=C/c2ccccc2)c2ccccc2)cc1	-6	-5	-6
Cc1ccc(C)c(CCNC(=O)CC2C(=O)NCCN2C(C)C)c1 (stereo not given)	-19	7	-4
COc1cccc(CNC(=O)C2CCN(C(=O)[C@H](Cc3ccccc3)NC(=O)Nc3cccc(Cl)c3Cl)CC2)c1	-8	38	-6
CCOC(=O)c1c(C)nn(-c2ccc(C(=O)Nc3ccc(C)cc3)cc2)c1C	-5	9	-3
CCCc1nc(C2CN(C(=O)C(C)N3CCCCC3=O)CCO2)n[nH]1 (stereo not given)	/	6	-7

Entries of single compounds, looked up by structure. Screens in order: mcGAS inh	NPYLR7 ag	hcGAS inh
Shown for N#CCCn1cc(C(=O)CN2CCOCC2)c2ccccc21 : /	10	-10
Shown for Cc1cc(C)n(C2CCN(C(=O)c3cccc(C(C)C#N)c3)CC2)n1 (stereo not given) : -6	17	-8

More compounds follow:
SMILES	mcGAS inh	NPYLR7 ag	hcGAS inh
COc1cccn2c(N(C)C(=O)C3CCCCC3)c(C)nc12	-3	14	-5
c1ccc(-c2noc3c2CN(Cc2noc(C4CCCO4)n2)CC3)cc1 (stereo not given)	/	15	-6
CC1=CSC2=NC(=O)/C(=C/c3ccc(OS(=O)(=O)c4ccccc4)c(Cl)c3)C(=N)N12	4	-2	-4
COc1cc(C2c3[nH]c4ccccc4c3CCN2Cc2cc3c(cc2Cl)OCO3)ccc1Br (stereo not given)	-6	-12	-3
CCc1nnc(NC(=O)c2ccc3c(=O)n4c(nc3c2)CCCCCC4)s1	29	5	8
CN(Cc1cnc2nc(N)nc(N)c2n1)c1ccc(C(=O)NC(CCC(=O)O)C(=O)O)cc1 (stereo not given)	/	-4&-5	-3&-4
COc1ccc(NC(=O)c2sc(=O)n(Cc3ccccc3C)c2C)cc1OC	/	12	-5
O=[N+]([O-])c1cccc(C2=Nn3c(Cc4ccccc4)nnc3SC2)c1	/	1	-2
CC(C)c1ccc(/C(=C2\C(=O)c3ccccc3N2C)[N+](=O)[O-])cc1	/	2	-7
COc1cn(CC(N)=O)c(CN2CCCCCC2)cc1=O	-8	1	-10
COc1cccc(-c2nn(-c3ccccc3)cc2CN(C)Cc2cccnc2)c1	-15	0	-1
CCCC(C(=O)O)N1C(=O)/C(=C/c2ccc(O)cc2)SC1=S (stereo not given)	-4	79*	-4
CCSc1nn(CC(=O)Nc2ccc(OC)cc2)c(N)c1S(=O)(=O)c1ccccc1	-5	-3	-2
CCOC(=O)N1CCN(C(=O)c2cc(N3C(=O)CCS3(=O)=O)ccc2Cl)CC1	/	-9	5
CCOC(=O)C1(CCCc2ccccc2)CCN(C(=O)c2ccsc2)CC1	-5	17	-4
Oc1oc(-c2ccc(Br)cc2)nc1C=Nc1cccnc1	-3	8	-2
Fc1ccccc1-c1cnnc(N2CCN(Cc3ccc4c(c3)OCO4)CC2)n1	/	4	-1
Fc1ccccc1Oc1cc(N2CCCCCC2)ncn1	-8	-10	-3
COc1ccccc1Oc1cnc(N)nc1-c1ccc(OCc2ccccc2)cc1O	-10	2	-6
O=C(c1ccc(Cl)cc1)N(Cc1nccn1Cc1ccccc1C(F)(F)F)C1CCCCC1	-9	0	-4
CC(C)C1=CC2=CC[C@H]3[C@](C)(C(=O)O)CCC[C@]3(C)C2CC1 (stereo not given in full)	-5	1	-2
COc1ccccc1CC(=O)N/N=C1\CCSc2ccccc21	/	1	3
CN(Cc1cnccn1)C(=O)/C=C/c1cc(Br)cs1	6	1	3
CCOC(=O)c1c(C)nn(-c2ccc(C(=O)NC(c3ccccc3)c3ccccn3)cc2)c1C (stereo not given)	-4	-6	-7

Part of the list above, with bars between the fields.
molecule | mcGAS inh | NPYLR7 ag | hcGAS inh
CCOC(=O)N1CCN(C(=O)c2cc(N3C(=O)CCS3(=O)=O)ccc2Cl)CC1 | / | -9 | 5
O=C(c1ccc(Cl)cc1)N(Cc1nccn1Cc1ccccc1C(F)(F)F)C1CCCCC1 | -9 | 0 | -4
COc1ccccc1Oc1cnc(N)nc1-c1ccc(OCc2ccccc2)cc1O | -10 | 2 | -6
Fc1ccccc1Oc1cc(N2CCCCCC2)ncn1 | -8 | -10 | -3
CCOC(=O)c1c(C)nn(-c2ccc(C(=O)NC(c3ccccc3)c3ccccn3)cc2)c1C (stereo not given) | -4 | -6 | -7

Carrying on:
SMILES	mcGAS inh	NPYLR7 ag	hcGAS inh
N#Cc1c2n(c3c(NCCCO)ncnc13)CCCCC2	-6	-1	-3
O=C1CSC(c2ccc(Br)cc2)N1C1CCCCC1 (stereo not given)	/	-7	-7
Cc1ccc(S(=O)(=O)N(C)C)cc1NS(=O)(=O)c1ccc2[nH]c(=O)oc2c1	/	9	-1
CCC(Sc1nc2ccccc2[nH]1)C(=O)Nc1nnc(C)s1 (stereo not given)	-5	-6	-2
O=C(O)c1cc(=O)[nH]n1-c1ccc(Cl)nn1	/	7	-12
COc1cccc(Cn2ccnc2CN(Cc2ccco2)C(=O)c2ccccc2F)c1	-2	-9	-1
Cc1nc(-c2c[nH]c(C(=O)N(C)Cc3ccc(C(F)(F)F)cc3)c2)cs1	-17	12	-8
Cc1ccc(Cc2nc(N3CCCN(C(=O)c4cccc(Br)c4)CC3)c3c(-c4cccnc4)noc3n2)cc1	-4	16	-9
Cc1ccc(S(=O)(=O)N(CCN(C)C)Cc2c(-c3cccc(C)c3)noc2N2CCOCC2)cc1	-4	/	-5
COC(=O)c1sc2nc(C)nc(NCC(=O)NC(C)C)c2c1C	-7	-2	-4
CN(Cc1ccsc1)C(=O)c1sccc1-n1cccc1	/	1	-17
O=C(C1CCCCO1)N1CCc2[nH]nc(-c3ccc(-c4ccccc4)cc3)c2C1 (stereo not given)	/	2	4
Cc1ccc(CN(C)CC2CCCN(CCc3ccc(Cl)cc3)C2)o1 (stereo not given)	-10	-3	-9
CCO[C@H]1COC[C@@H]1NC(=O)CN1CCCCCC1	/	2	5
O=C(NCC1CNCC12CCOCC2)N1CCCC1 (stereo not given)	-4	/	-8
